POLI inh: DNA polymerase iota (human) inhibition. Q9UNA4. Pol iota fluorescent replication assay, 10 min. Potency, µM (series often up to 115 µM), without a hit: at the top dose activity, negative = inhibition, hits mostly inhibitors. hit rate 1% among 390,000. AID 588590
Target sequence (Q9UNA4 whole entry, looked up): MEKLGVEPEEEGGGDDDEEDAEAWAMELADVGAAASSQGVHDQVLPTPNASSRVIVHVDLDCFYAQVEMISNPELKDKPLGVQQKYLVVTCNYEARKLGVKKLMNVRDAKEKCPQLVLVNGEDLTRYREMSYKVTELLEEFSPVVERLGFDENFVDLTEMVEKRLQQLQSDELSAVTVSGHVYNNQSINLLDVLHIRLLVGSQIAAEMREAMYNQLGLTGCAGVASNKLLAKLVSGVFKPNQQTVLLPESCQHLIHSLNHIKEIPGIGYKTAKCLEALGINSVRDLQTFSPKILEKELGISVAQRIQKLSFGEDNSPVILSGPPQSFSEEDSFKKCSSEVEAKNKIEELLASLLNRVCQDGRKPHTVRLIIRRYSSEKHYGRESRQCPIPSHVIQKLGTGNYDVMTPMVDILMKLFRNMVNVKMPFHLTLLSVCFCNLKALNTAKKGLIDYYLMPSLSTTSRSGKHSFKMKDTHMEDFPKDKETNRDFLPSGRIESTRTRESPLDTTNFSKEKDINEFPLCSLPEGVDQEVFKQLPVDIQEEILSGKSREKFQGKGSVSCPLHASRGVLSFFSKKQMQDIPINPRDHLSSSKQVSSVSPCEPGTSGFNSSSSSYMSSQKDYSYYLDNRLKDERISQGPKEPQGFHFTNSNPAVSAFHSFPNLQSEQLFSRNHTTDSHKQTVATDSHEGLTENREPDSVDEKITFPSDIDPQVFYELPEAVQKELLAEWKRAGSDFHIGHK
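Pol iota at 10 nM preincubated 15 min with compounds at room temperature; reaction started with fluorescent substrate, 50 nM final. Fluorescence read kinetically at 0 and 10 min; buffer-only wells as negative control.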
HP1b chromo inh: blocks HP1-beta chromodomain binding to methylated histone tails | AlphaScreen HP1-beta / biotin-H3K9me3 peptide binding | hit rate 0.56% among 390,000 | Potency, µM (doses to about 114 µM), for the others: top-dose activity change, negative = inhibition, usual class: inhibitors | AID 540317 | P83916; also: nearly all actives have a fitted effect of over 70% in size; inactives centre near 23
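Compound inhibition of the preformed complex between 50 nM HP1-beta and 50 nM biotinylated H3K9me3 peptide was read by AlphaScreen. Buffer was PBS pH 7.4 with 0.01% Tween-20. Incubations ran 30 min at room temperature, with 10 ug/mL donor/acceptor beads.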
JMJD2A Tudor inh: inhibitors of human JMJD2A Tudor domain; hit rate 4.4% among 390,000; AID 504339; AlphaScreen JMJD2A-Tudor / H3K4me3 peptide binding; Potency, µM (series often up to 114 µM), for the others: at the highest dose activity change, negative = inhibition, actives largely listed as inhibitors; O75164; also: % is scaled to controls: 0 for no effect and ±100 for the full control effect; nearly all actives have a fitted effect of over 50% in size
Pin1 inh: blocks the human prolyl isomerase Pin1; Pin1 FP peptide displacement, HiFluor488, 10 min; AID 504891; Potency, µM (doses to about 115 µM), without a hit: at the highest dose activity, negative = inhibition, most hits filed as inhibitors; Q13526; hit rate 0.009% among 390,000; active = well fitted inhibition curve with a large enough effect in the polarisation, with a control signal flat, not every such curve was filed as active; inconclusive = small, poorly fitted or top-dose-only effect, or effect the other way, or a change in a side signal; inactive = no such curve, though single readings can be large or run the other way; the % refers to the polarisation; also: % is scaled to controls: 0 for no effect and ±100 for the full control effect
GLS inhibitor: glutaminase GLS (human) inhibition | O94925 | GLS enzymatic activity, qHTS titration | Potency, µM (highest dose often 45.5 µM), for the others: at the highest dose activity change, negative = inhibition, usual class: inhibitors | hit rate 0.21% among 410,000 | AID 624170; also: % is scaled to controls: 0 for no effect and ±100 for the full control effect
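hKGA in 45 mM KH2PO4 (pH 8.2), 0.02% Tween-20 with compound, then 1mM L-Glutamine (stock as added) plus glutamate oxidase/HRP/Amplex red coupling mix. Fluorescence read initially and after 30 min at RT; signal change reflects glutamate formation.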
Tb PGK inh: blocks T. brucei phosphoglycerate kinase. P07378. PGK/GAPDH coupled, Kinase-Glo luminescence, 60 min. Potency, µM (top dose mostly 57.5 µM), for inactives: top-dose activity change, negative = inhibition, actives largely listed as inhibitors. hit rate 0.043% among 380,000; also: % is scaled to controls: 0 for no effect and ±100 for the full control effect; nearly all actives have a fitted effect of over 60% in size
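Luminescent ATP detection (Kinase-Glo Plus) follows a 60-minute room-temperature incubation, with wells lacking PGK as controls. Buffer: 100 mM TEA (pH 7.6), 5 mM MgCl2, 0.01% Tween-20. Coupling enzyme GAPDH (100 nM final) supplies unstable 1,3-BPG in-well.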
BLM helicase inh: Bloom syndrome helicase (human) inhibition; recombinant BLM DNA unwinding, fluorescence dequenching; Potency, µM (top dose mostly 56.1 µM), inactives show at the top dose activity change, negative = inhibition, most hits filed as inhibitors; hit rate 0.2% among 350,000; AID 2528;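 also: plate controls were vehicle for no effect and no enzyme for full effect; nearly all actives have a fitted effect of over 35% in size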
G9a block: blocks human histone lysine methyltransferase G9a | hit rate 8.8% among 350,000 | Q96KQ7 | Potency, µM (highest dose often 102 µM), inactives show top-dose activity, negative = inhibition, most hits filed as inhibitors | G9a H3K9 monomethylation, AlphaScreen, 2 h | AID 504332; also: % is scaled to controls: 0 for no effect and ±100 for the full control effect; nearly all actives have a fitted effect of over 75% in size
Target sequence (Q96KQ7 913-1193 limits assumed): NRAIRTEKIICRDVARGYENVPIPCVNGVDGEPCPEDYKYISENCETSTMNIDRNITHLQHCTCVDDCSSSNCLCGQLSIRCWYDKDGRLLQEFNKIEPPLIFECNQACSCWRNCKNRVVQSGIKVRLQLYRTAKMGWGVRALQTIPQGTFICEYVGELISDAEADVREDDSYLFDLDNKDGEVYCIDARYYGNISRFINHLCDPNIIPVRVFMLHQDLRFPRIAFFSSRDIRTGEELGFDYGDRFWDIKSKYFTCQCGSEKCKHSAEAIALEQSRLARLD
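Methyltransferase reactions run at room temperature for 2 h (20 nM enzyme, 500 nM biotin-H3K9 peptide, 20 uM SAM) after a 15 min compound preincubation; product detected by AlphaScreen beads and anti-H3K9me1 antibody.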
BAZ2B inh: blocks human BAZ2B; Q9UIF8; AlphaScreen BAZ2B-H3K14Ac peptide displacement; Potency, µM (top dose mostly 114 µM), for the others: at the top dose activity change, negative = inhibition, hits mostly inhibitors; AID 504333; hit rate 4.4% among 360,000; also: % is scaled to controls: 0 for no effect and ±100 for the full control effect; nearly all actives have a fitted effect of over 60% in size
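BAZ2B (50 nM) with biotin-H3(5-23)K14Ac peptide (50 nM) in PBS pH 7.4, 0.01% Tween-20, preformed 30 min, then compound 30 min at room temperature; top concentration 110uM. AlphaScreen streptavidin donor/nickel chelate acceptor beads (10 ug/mL final), 20 min dark, signal read.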
* hit, by the source's call; [ ] = remark or other dose. Unless noted, calls follow the shape of the dose curve; as a rule, active = well fitted curve in the direction sought with a large enough effect; inconclusive = small, poorly fitted or top-dose-only effect, or another doubt; inactive = no such curve, though single readings can be large; an effect the other way counts as inactive or inconclusive. Potency is read from the fitted curve at half-maximal effect.

Screening CCC1=[N+]([O-])C(C)(/C(C)=N\O)N(O)C1(C)C (stereo not given) returned POLI inh 8.5%, HP1b chromo inh 17.1%, JMJD2A Tudor inh 9.5%, Pin1 inh -2.4%, GLS inhibitor 59.4%[activator], Tb PGK inh -2.8%, BLM helicase inh 0.2%, G9a block 8.5%[59 µM] and BAZ2B inh -1.4%.
CC1Nc2ncnc(N3CCN(c4ccccc4)CC3)c2N(Cc2ccccc2)C1=O (stereo not given) was read as POLI inh 21.4%, HP1b chromo inh 61.2%[activator], JMJD2A Tudor inh -7.1%, Pin1 inh 4.1%, GLS inhibitor 10.8%, Tb PGK inh -4.3%, G9a block -8.1%[2.33 µM] and BAZ2B inh -4.1%.
CC(C)c1cccc(C(C)C)c1NC(=O)COc1nncc2ccccc12 was read as POLI inh 14.9%, HP1b chromo inh 30.3%, JMJD2A Tudor inh 8.1%, Pin1 inh -3.3%, GLS inhibitor 0.0%, Tb PGK inh inactive, BLM helicase inh -1.5%, G9a block 2.9%[59 µM] and BAZ2B inh 6.8%.
For Cc1ccccc1NS(=O)(=O)c1csc(C(N)=O)c1 the results were POLI inh inconclusive, HP1b chromo inh 33.6%, JMJD2A Tudor inh 1.7%, Pin1 inh -1.0%, GLS inhibitor -4.5%, Tb PGK inh -6.9%, BLM helicase inh -0.3%, G9a block 23.6% and BAZ2B inh -23.7%.
For CC[C@@]1(C(=O)OC)N[C@H](CN(C)C(=O)COC)[C@@H]2C(=O)N(Cc3ccccc3)C(=O)[C@@H]21 the results were POLI inh inconclusive, HP1b chromo inh 15.6%, JMJD2A Tudor inh -29.0%, Pin1 inh -6.6%, GLS inhibitor 4.1% and Tb PGK inh -5.1%.
CN1CCc2c(n(CC(O)CN(CCO)CCO)c3ccccc23)C1=O (stereo not given) was read as POLI inh 25.0%, HP1b chromo inh 49.9%[activator], JMJD2A Tudor inh -28.4%, Pin1 inh -2.4%, GLS inhibitor 3.1%, BLM helicase inh 10.7%, G9a block 35.5µM* and BAZ2B inh -15.5%.
Screening C/C(=N\n1c(C)cc(C)c(C#N)c1=O)c1cccs1 returned POLI inh 20.1%, HP1b chromo inh 38.1%, JMJD2A Tudor inh -10.4%, Pin1 inh -9.7%, GLS inhibitor 0.3%, Tb PGK inh -5.6%, BLM helicase inh -1.8%, G9a block -13.8% and BAZ2B inh 1.3%.
`Cc1ccc(N2CC(C(=O)Nc3ccc(S(=O)(=O)NCC4CCCO4)cc3)CC2=O)cc1` (stereo not given) gave POLI inh inconclusive, HP1b chromo inh 20.9%, JMJD2A Tudor inh -4.8%, Pin1 inh 7.4%, GLS inhibitor -0.4%, Tb PGK inh -10.3%, BLM helicase inh -3.8%, G9a block -34.2% and BAZ2B inh -1.4%.
Screening Cn1cc(CN(Cc2ccccc2)C[C@@H]2CCC(=O)N2)c(-c2ccccc2F)n1 returned POLI inh 36.4%[activator], HP1b chromo inh 17.1%, JMJD2A Tudor inh -2.8%, Pin1 inh -3.7%, GLS inhibitor -2.0%, Tb PGK inh -4.0%, BLM helicase inh -2.3%, G9a block -6.5% and BAZ2B inh -19.1%.
CCOc1ccc(-n2c(=S)sc3c(=O)[nH]c(SCC(=O)N4CCC(C)CC4)nc32)cc1 was read as POLI inh -13.0%, HP1b chromo inh 2.5%, JMJD2A Tudor inh -20.8%, Pin1 inh -0.1%, GLS inhibitor 7.08µM*, Tb PGK inh 6.7%[11.5 µM], BLM helicase inh -7.4%, G9a block inconclusive and BAZ2B inh -8.1%.

An excerpt from above in order of molar mass, high to low.
CN1CCc2c(n(CC(O)CN(CCO)CCO)c3ccccc23)C1=O (stereo not given) was read as POLI inh 25.0%, HP1b chromo inh 49.9%[activator], JMJD2A Tudor inh -28.4%, Pin1 inh -2.4%, GLS inhibitor 3.1%, BLM helicase inh 10.7%, G9a block 35.5µM* and BAZ2B inh -15.5%.
For Cc1ccccc1NS(=O)(=O)c1csc(C(N)=O)c1 the results were POLI inh inconclusive, HP1b chromo inh 33.6%, JMJD2A Tudor inh 1.7%, Pin1 inh -1.0%, GLS inhibitor -4.5%, Tb PGK inh -6.9%, BLM helicase inh -0.3%, G9a block 23.6% and BAZ2B inh -23.7%.
Screening C/C(=N\n1c(C)cc(C)c(C#N)c1=O)c1cccs1 returned POLI inh 20.1%, HP1b chromo inh 38.1%, JMJD2A Tudor inh -10.4%, Pin1 inh -9.7%, GLS inhibitor 0.3%, Tb PGK inh -5.6%, BLM helicase inh -1.8%, G9a block -13.8% and BAZ2B inh 1.3%.

The list goes on.
Screening O=C1C=C(Nc2ccc(O)cc2)CC(c2ccco2)C1 (stereo not given) returned POLI inh -5.0%, HP1b chromo inh 3.1%, JMJD2A Tudor inh -33.3%, Pin1 inh 5.8%, GLS inhibitor 27.5%, Tb PGK inh inactive, BLM helicase inh -1.8%, G9a block inconclusive and BAZ2B inh -3.5%.
Screening CCn1c(C(C)NC(=O)c2cccs2)n[nH]c1=S (stereo not given) returned POLI inh 13.8%, HP1b chromo inh 8.6%, JMJD2A Tudor inh 7.08µM*, Pin1 inh -5.7%, GLS inhibitor -3.9%, Tb PGK inh -8.2%, BLM helicase inh 6.5%, G9a block 12.6µM* and BAZ2B inh -5.1%.
CC(C)(C)C1COc2ccccc2N1C(=O)c1ccccc1Cl (stereo not given) was read as POLI inh -19.5%, HP1b chromo inh 70.9%[activator], JMJD2A Tudor inh 31.7%, Pin1 inh 5.1%, GLS inhibitor -14.4%, Tb PGK inh -7.5%, BLM helicase inh -9.7%, G9a block 63.8%[activator] and BAZ2B inh 3.3%.
For O=C1/C(=C/c2cccc([N+](=O)[O-])c2)Oc2cc(O)ccc21 the results were POLI inh 3.8%, HP1b chromo inh 28.4%, JMJD2A Tudor inh -20.5%, Pin1 inh inconclusive, GLS inhibitor 0.5%, Tb PGK inh 12.3%, BLM helicase inh -4.2%, G9a block 1.9% and BAZ2B inh -2.7%.
O=C(Nc1ccc(F)cc1)c1ccc(S(=O)(=O)NCc2cccnc2)cc1 was read as POLI inh 20.9%, HP1b chromo inh 23.5%, JMJD2A Tudor inh -2.8%, Pin1 inh 1.1%, GLS inhibitor -12.1%, Tb PGK inh inactive, BLM helicase inh -4.5%, G9a block 31.2% and BAZ2B inh 17.7%.
`CCOC(=O)N1CCN(c2cc(=O)n(-c3ccc(OCC)cc3)c(=O)[nH]2)CC1` gave POLI inh 10.9%, HP1b chromo inh 13.3%, JMJD2A Tudor inh -22.1%, Pin1 inh 0.0%, GLS inhibitor 9.1%, Tb PGK inh -9.0%, BLM helicase inh -3.2%, G9a block 5.1%[12.7 µM] and BAZ2B inh 6.4%.
Screening O=C(NCc1ccccn1)Nc1cc(Cl)ccc1Cl returned POLI inh 27.1%, HP1b chromo inh 46.1%[activator], JMJD2A Tudor inh -7.6%, Pin1 inh -3.5%, GLS inhibitor -2.6%, Tb PGK inh -3.6%, BLM helicase inh -9.8%, G9a block 46.1% and BAZ2B inh -6.6%.
Screening O=C(Cn1cc(C(F)(F)F)cc(Cl)c1=O)NC1CCS(=O)(=O)C1 (stereo not given) returned POLI inh 0.9%, HP1b chromo inh 16.4%, JMJD2A Tudor inh -15.5%, Pin1 inh -0.8%, GLS inhibitor -3.0%, Tb PGK inh inactive, G9a block 10.3%[12.7 µM] and BAZ2B inh 0.2%.
For COc1ccc(-n2c(SCC(=O)Nc3ccccc3)nc(O)cc2=O)cc1 the results were POLI inh 10.6%, HP1b chromo inh 52.4%[activator], JMJD2A Tudor inh -5.1%, Pin1 inh 1.8%, GLS inhibitor 3.6%, Tb PGK inh -2.0%, BLM helicase inh -11.2%, G9a block 13.8% and BAZ2B inh -4.3%.
For COCCCn1c(C(=O)Nc2ccc3c(c2)OCO3)cc2c(=O)n3ccccc3nc21 the results were POLI inh 8.8%, HP1b chromo inh 10.3%, JMJD2A Tudor inh 25.1µM*, Pin1 inh -10.6%, GLS inhibitor inconclusive, Tb PGK inh 1.0%, BLM helicase inh -5.2%, G9a block -5.1% and BAZ2B inh -3.7%.
Screening Cc1ccc(NC(=O)CN(C)S(=O)(=O)c2cccc3cccnc23)cc1 returned POLI inh -1.0%, HP1b chromo inh 26.7%, JMJD2A Tudor inh -22.8%, Pin1 inh 1.8%, GLS inhibitor -1.0%, Tb PGK inh -3.3%, BLM helicase inh -0.5%, G9a block -0.2% and BAZ2B inh 9.2%.
COc1ccc(Cn2cnc3c([N+](=O)[O-])c(C)c(C)cc32)cc1 was read as POLI inh 10.5%, HP1b chromo inh 0.5%, JMJD2A Tudor inh -27.8%, Pin1 inh -2.0%, GLS inhibitor -3.4%, Tb PGK inh 1.3%, BLM helicase inh -2.6%, G9a block -6.4% and BAZ2B inh inconclusive.
For O=C(COC(=O)c1cc[n+]([O-])cc1)Nc1cccc(Br)c1 the results were POLI inh 7.1%, HP1b chromo inh -5.3%, JMJD2A Tudor inh -14.6%, Pin1 inh 17.5%, GLS inhibitor 3.7%, Tb PGK inh 1.9%, G9a block inconclusive and BAZ2B inh -2.1%.
For C[C@@H](NC(=O)c1nc[nH]c1C(=O)NCCCCCNC(=O)OC(C)(C)C)c1ccccc1 the results were POLI inh 25.9%, HP1b chromo inh 34.4%, JMJD2A Tudor inh -12.9%, Pin1 inh 4.8%, GLS inhibitor 4.8% and Tb PGK inh -7.1%.
Screening O=C(N/N=C/c1ccc([N+](=O)[O-])cc1)c1cc2ccccc2o1 returned POLI inh 158.9%[activator], HP1b chromo inh 22.9%, JMJD2A Tudor inh -20.1%, Pin1 inh -3.8%, GLS inhibitor -5.8%, Tb PGK inh 16.6%, BLM helicase inh -4.4%, G9a block -3.0% and BAZ2B inh 2.3%.
For COc1ccc(OC)c(NC(=O)COC(=O)c2ccc(-n3cnnn3)cc2)c1 the results were POLI inh -8.4%, HP1b chromo inh -0.1%, JMJD2A Tudor inh -11.5%, Pin1 inh inconclusive, GLS inhibitor 17.8%, Tb PGK inh inactive, BLM helicase inh -8.7%, G9a block 20.7% and BAZ2B inh -3.8%.

Assay outcomes deposited in PubChem BioAssay by National Center for Advancing Translational Sciences (NCATS).

The list is partial; rates above refer to the full screens.
